Screens: PubChem, National Center for Advancing Translational Sciences (NCATS)
D1 agonist: human D1 receptor agonism. HEK293 T-REx D1 cells, calcium flux, agonist mode. hit rate 1% among 360,000. activation, % at 2 µM. P21728. AID 504660; in the data active means activation above about 30%; further: 0% is about no effect
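Inducible HEK293 T-REx D1 cells, force-coupled to calcium signalling, were plated at 4000 cells/well with tetracycline and held overnight at 30 C. After no-wash calcium dye loading, compound-evoked calcium rise over 180 s flagged agonists.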
D2 potentiator: positively modulates the human D2 dopamine receptor allosterically; P14416; HEK293 T-REx D2, calcium flux, EC20 dopamine potentiation; potentiation, % at 10 µM; hit rate 0.34% among 340,000;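 active means potentiation over 3 SD above the plate norm, cut at about 30% in these data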; further: 0% is about no effect
Target sequence (P14416 whole entry, looked up): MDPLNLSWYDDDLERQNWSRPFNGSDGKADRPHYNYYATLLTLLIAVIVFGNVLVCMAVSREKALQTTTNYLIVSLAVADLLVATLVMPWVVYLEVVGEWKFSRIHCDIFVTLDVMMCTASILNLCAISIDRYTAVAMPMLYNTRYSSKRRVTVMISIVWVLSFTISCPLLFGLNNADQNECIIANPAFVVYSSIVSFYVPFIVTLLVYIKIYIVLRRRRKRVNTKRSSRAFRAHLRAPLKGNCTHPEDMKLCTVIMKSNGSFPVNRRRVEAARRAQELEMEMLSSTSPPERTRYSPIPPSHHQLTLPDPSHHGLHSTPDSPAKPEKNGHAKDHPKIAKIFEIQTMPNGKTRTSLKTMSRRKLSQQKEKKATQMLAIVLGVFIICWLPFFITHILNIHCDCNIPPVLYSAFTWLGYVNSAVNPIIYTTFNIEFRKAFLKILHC
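Cells plated with tetracycline inducer and held overnight at 30 C; calcium dye loaded 30–90 min at room temperature; baseline taken, compound added and read 180 s; EC20 dopamine then added and read 180 s.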
RXFP1 ag: RXFP1 (human) receptor agonism. AID 2676. Q9HBX9. HEK293T-RXFP1 cAMP TR-FRET, 30 min; response scale: percent of porcine relaxin response, buffer zero. hit rate 0.3% among 370,000. Potency, µM (titrated, usually from 57.5 µM), for the others: at the highest dose activation, usual class: activators; further: potency means the concentration at half of the fitted maximal effect; on the % scale 0 is the no-effect control and ±100 the full control effect; nearly all actives have a fitted effect of over 60% in size; many of its hits are not listed in these tables
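cAMP rise read by TR-FRET after 30 min, 37C compound exposure (up to 58 uM) in RXFP1-transfected HEK293 cells with Ro 20174 present. EC50 from Hill-equation fits, with 29 nM porcine relaxin as 100% and buffer as basal.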
D1 antagonist: antagonists of human D1 dopamine receptor; activity change, negative = inhibition, % at 10 µM; P21728; AID 504652; hit rate 3.2% among 360,000; HEK293 TREx D1 cells, calcium flux, dopamine EC80; active compounds read low; in the data active means activity change below about -30%; further: on the % scale 0 is the no-effect control and ±100 the full control effect
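Calcium flux readout: force-coupled, inducible Hek293 Trex D1 line, cells induced overnight at 30 C with tetracycline, dye-loaded 30–90 min at RT. Antagonism scored against EC80 dopamine challenge given 180 s after compound.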
RXFP1 antagonist: blocks the human relaxin receptor RXFP1. Q9HBX9. HEK293-RXFP1, relaxin-stimulated cAMP HTRF, 30 min; active compounds read low. activity change, negative = inhibition, % at 57.5 µM. hit rate 0.59% among 350,000. AID 1259400;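 active means activity change of -60% or lower, but not beyond a set lower limit; inconclusive means change between -60% and -40%, or beyond the set limit; inactive means change above -40%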; further: on the % scale 0 is the no-effect control and ±100 the full control effect
D1 potentiator: potentiators of human D1 dopamine receptor; HEK293 TREx D1 cells, calcium flux, dopamine EC20 potentiation; potentiation, % at 10 µM; hit rate 0.036% among 360,000; in the data active means potentiation above about 30%; further: 0% is about no effect
Vif-APOBEC3G blk: inhibitors of Vif-APOBEC3G interaction; Q9HC16; HeLa A3G-eYFP + Vif (tagged APOBEC3G with the HIV-1 protein that degrades it), YFP fluorescence, overnight; Potency, µM (titrated, usually from 46.1 µM), for the others: at the top dose activity, negative = active, most hits filed as inhibitors; hit rate 0.076% among 410,000; AID 602310;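 further: potency means the concentration at half of the fitted maximal effect; on the % scale 0 is the no-effect control and ±100 the full control effect; nearly all actives have a fitted effect of over 60% in size; hits raise eYFP signal because A3G escapes Vif-driven loss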
Target sequence (Q9HC16 whole entry, looked up): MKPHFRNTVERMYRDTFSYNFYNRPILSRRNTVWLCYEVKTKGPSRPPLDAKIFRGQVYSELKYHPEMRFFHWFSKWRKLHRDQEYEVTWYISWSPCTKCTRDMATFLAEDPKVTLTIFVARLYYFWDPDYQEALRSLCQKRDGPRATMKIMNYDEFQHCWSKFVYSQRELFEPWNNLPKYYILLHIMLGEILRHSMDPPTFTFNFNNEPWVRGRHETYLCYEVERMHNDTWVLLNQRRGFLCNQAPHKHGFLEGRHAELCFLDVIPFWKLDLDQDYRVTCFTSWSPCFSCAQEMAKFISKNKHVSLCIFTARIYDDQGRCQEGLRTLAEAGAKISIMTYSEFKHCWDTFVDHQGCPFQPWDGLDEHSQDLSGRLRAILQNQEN
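HeLa cells stably expressing Vif and C-terminally eYFP-tagged A3G, seeded overnight at 37 deg C, then exposed to compound by pintool overnight at 37 deg C. Rise in yellow fluorescence (Ex 488/Em 500-530, Acumen) marks blocked Vif-driven A3G degradation.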
Vif-A3F inh: inhibitors of Vif-A3F interaction. HeLa A3F-eYFP + Vif (tagged APOBEC3F with the HIV-1 protein that degrades it), YFP fluorescence increase. Potency, µM (top dose mostly 46.1 µM), inactives show at the highest dose activity, negative = active. hit rate 0.2% among 390,000. AID 602313; further: potency means the concentration at half of the fitted maximal effect; % of control where 0% means no effect; nearly all actives have a fitted effect of over 65% in size
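HeLa cells stably expressing A3F-eYFP plus Vif, plated and incubated overnight at 37 deg C, then exposed to compounds overnight at 37 deg C. Blocked degradation read as raised yellow fluorescence (Ex 488/Em 500-530).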
Glioma ERSR ind: induces the endoplasmic reticulum stress response in human glioma cells; U87-MG GRP78 promoter luciferase reporter, 16 h; Potency, µM, for the others: at the highest dose activation, actives largely listed as activators; hit rate 0.02% among 420,000; AID 602332; further: potency means the concentration at half of the fitted maximal effect; series mostly up to about 76 µM; % of control where 0% means no effect; nearly all actives have a fitted effect of over 35% in size
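Stably transfected U87-MG glioma cells carrying a GRP78-based luciferase sensor; 16 h compound incubation. Luminescence end-point read 10 min after Bright-Glo addition at room temperature.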
An asterisk follows results filed as active; ? = inconclusive; . = no result given; & = joins results of further samples. Unless noted, the call rests on the fitted dose curve; in most records, active means well fitted curve in the direction sought with a large enough effect; inconclusive means small, poorly fitted or top-dose-only effect, or another doubt; inactive means no such curve, though single readings can be large; an effect the other way counts as inactive or inconclusive. These rows are one share of the data; rates above refer to the full screens.

SMILES	D1 agonist	D2 potentiator	RXFP1 ag	D1 antagonist	RXFP1 antagonist	D1 potentiator	Vif-APOBEC3G blk	Vif-A3F inh	Glioma ERSR ind
Cc1cccc(NC(=O)CN2C(=O)C3CC=CCC3C2=O)c1C (stereo not drawn)	.	.	.	.	-5	.	0%	-3%	-4%
COc1cccc(Cn2c(=O)n(CC3CCC(C(=O)N4CCOCC4)CC3)c(=O)c3sccc32)c1 (stereo not drawn)	5	12	1.4%	4	-12	-7	1%	-5%	-1%
CCOc1ccc(-n2ccc(=O)c(C(=O)Nc3ccc(S(=O)(=O)N4CCOCC4)cc3)n2)cc1	2	7	1.8%	8	-1	-5	1%	3%	-6%
Cc1nn(-c2nc(-c3ccccc3)cc(C(F)(F)F)n2)c(C)c1Cl	5	2	5.2%	6	?	5	4%	3%	-4%
c1cc2c(cc1-c1[nH]ncc1CN1CC3C[C@@H]4CC1C[C@H](C3)C4)OCO2	2	6	0.4%	7	-33	-2	-5%	9%	-2%
O=C(NC1CC1)c1cc(OCC(F)(F)F)ccc1OCC(F)(F)F	-1	-1	0.2%	9	11	-2	-5%	21%	-2%
Cc1ccccc1-n1c(O)cc(=O)[nH]c1=S	3	-5	1.2%	2	-13	6	1%	7%	-1%
CC1CC(C)CN(S(=O)(=O)c2ccc(C(C)(C)C)cc2)C1 (stereo not drawn)	2	2	-0.2%	12	-3	0	0%	-2%	-1%
Cc1nn(C)c(C(=O)Nc2c(C)nn(Cc3c(F)c(F)c(F)c(F)c3F)c2C)c1Br	26	-4	2.3%	-16	-2	-7	-1%	-2%	-5%
O=C(CN1C(=O)c2ccccc2S1(=O)=O)c1ccc(F)cc1	2	0	0.3%	-10	-2	-4	-3%	-12%	-15%
OC1(c2ccc(Cl)cc2)CCN(Cc2cn[nH]c2-c2ccccc2)CC1	21	-22	-1.0%	-8	-34	-9	1%	-18%	-4%
Nc1c(-c2cccc(Cl)c2)cnn1-c1ccccc1	6	11	0.4%	-24	10	-6	-2%	9%	5%
COc1cccc(/C=C2/C(=O)NN(c3ccccc3)C2=O)c1	4	8	-2.8%	11	6	5	-3%	?	-1%
CCOC(=O)N1CCN(C(=O)COc2ccc(S(=O)(=O)Nc3ccc(OCC)cc3)cc2)CC1	4	11	-1.5%	-11	0	-4	3%	-2%	-1%
CCC(CC)C(=O)NCc1ccc(OC)cc1	0	-4	0.2%	-4	-2	0	2%	14%	-1%
O=C1CCN(Cc2ccccc2)CCN1[C@H](CSc1ccccc1)Cc1ccccc1	2	6	-2.6%	-9	.	-5	1%&0%	6%	-3%&2%
Cc1ccc(COC(=O)c2cc(S(=O)(=O)N3CCOCC3)ccc2C)cc1	12	8	-1.7%	-1	-2	-4	4%	0%	2%
O=C(CSc1nc2ccccc2c(=O)n1-c1ccccc1)N1CCN(CCO)CC1	3	.	0.9%	2	9	-5	0%	-2%	-4%
O=C(CSc1nnc(-c2ccncc2)n1CCc1ccccc1)N1CCCC1	1	19	0.2%	21	.	-3	.	.	.
O=C(NN=Cc1ccccc1Cl)c1ccc([N+](=O)[O-])cc1	.	.	.	.	-11	.	2%	0%	1%

One compound at a time, from the list above. Order of screens: D1 agonist	D2 potentiator	RXFP1 ag	D1 antagonist	RXFP1 antagonist	D1 potentiator	Vif-APOBEC3G blk	Vif-A3F inh	Glioma ERSR ind
COc1cccc(/C=C2/C(=O)NN(c3ccccc3)C2=O)c1 is listed as 4	8	-2.8%	11	6	5	-3%	?	-1%
Cc1ccccc1-n1c(O)cc(=O)[nH]c1=S is listed as 3	-5	1.2%	2	-13	6	1%	7%	-1%

(cont.)
SMILES	D1 agonist	D2 potentiator	RXFP1 ag	D1 antagonist	RXFP1 antagonist	D1 potentiator	Vif-APOBEC3G blk	Vif-A3F inh	Glioma ERSR ind
CC(=O)Nc1ccc(S(=O)(=O)Nc2cccc(-c3cn4c(n3)SCC4)c2)cc1	0	-4	-0.2%	17	-5	-2	3%	-7%	-4%
CS(=O)(=O)N1CCN(C(=O)c2csc3ccccc23)CC1	2	-1	-0.1%	13	-9	-5	3%	3%	-1%
CCCc1nnc(NC(=O)CCC(=O)NC2CCCCCC2)s1	5	-11	-0.8%	-6	-13	-4	-8%	-3%	-4%
Cn1cnnc1SC(C(=O)Nc1cccc(C(F)(F)F)c1)c1ccccc1 (stereo not drawn)	1	-8	-1.0%	-2	-1	1	-11%	1%	-2%
COc1ccc(CNc2ncnc3ccccc23)cc1	6	-6	3.3%	-5	2	0	1%	-6%	-2%
CCCc1nn2c(=O)cc(COC(=O)c3ccc(NC(=O)COc4ccccc4)cc3)nc2s1	0	.	0.2%	13	-4	1	3%	3%	-2%
CCOC(=O)N1CCN(c2c(NCCCN(C)c3ccccc3)c(=O)c2=O)CC1	3	-9	1.9%	-2	.	.	-3%	-3%	5%
CC(=C/C(=O)O)/C=C/c1ccc(Cl)o1	2	-5	-0.1%	3	-5	-4	-1%	-7%	-7%
COc1ccc(S(=O)(=O)N2CCC(C(=O)NCc3ccccn3)CC2)cc1OC	2	1	1.1%	-9	5	0	-1%	-8%	-3%
Cc1ccccc1Nc1nc(N)nc(CN(C)Cc2ccccc2Cl)n1	0	12	1.4%	4	?	-4	-20%	2%	6%
CC1(C)CC(=O)C=C(C(=O)NC2CCCc3c2cnn3-c2cc(F)cc(F)c2)O1 (stereo not drawn)	3	8	0.0%	-9	-6	2	2%	-2%	-9%
CCCOC(=O)C1=C(C)NC2=C(C(=O)C(C(=O)OC)C(C)C2)C1c1ccc(N(CC)CC)cc1 (stereo not drawn)	-2	-11	1.4%	-6	-20	-2	1%	-2%	-2%
CC(=O)Oc1c(C)c(C)c2c(c1C)CCC(C)(CCCC(C)CCCC(C)CCCC(C)C)O2 (stereo not drawn)	-2	-14	0.4%	12	.	-2	0%	-1%	0%&-3%&-3%&-5%
CCOC(=O)C1CCN(S(=O)(=O)c2ccc(OCC(=O)OC)cc2)CC1	-2	1	0.2%	6	-21	1	1%	-8%	?
O=c1oc2ccccc2c(Cl)c1CN1CCCCC1	1	-7	3.2%	-14	3	-8	-20%	-8%	-15%
Cc1ccc(Cn2cccc2/C=C2/C(=N)N3C=CSC3=NC2=O)cc1	0	-14	1.4%	3	0	-3	0%	-18%	-2%
COc1ccc(Br)cc1CN(C)CC(=O)Nc1cc(Cl)ccc1Cl	6	1	0.7%	-31*	-3	2	-3%	-7%	-6%
Cc1ccc(S(=O)(=O)N2CCN(C3CC(=O)N(Cc4ccccc4)C3=O)CC2)cc1C (stereo not drawn)	0	2	0.8%	-15	-19	0	0%	0%	-3%
Cc1ccc2c(COC(=O)CNC(=O)c3ccco3)cc(=O)oc2c1C	.	.	.	.	-8	.	2%	-13%	0%
COc1cccc2sc(NC(=O)CS(=O)(=O)c3ccc(C)cc3)nc12	-1	7	1.1%	.	-20	-1	-3%	3%	-1%
CN1c2ccccc2C(=O)NC1c1ccc(Cl)cc1 (stereo not drawn)	-3	-14	5.0%	1	-3	3	-4%	7%	0%
CC(NC(=O)COc1ccccc1Cl)c1ccccc1 (stereo not drawn)	1	13	2.9%	-3	-8	1	-11%	-3%	-3%
O=C(CN(c1ccc(Cl)cc1)S(=O)(=O)c1ccccc1)N/N=C/c1ccco1	1	7	-0.9%	2	-34	-8	-4%	1%	-2%
CCCn1nc(C(=O)NNC(=O)c2cccc(C)c2)c2ccccc2c1=O	.	.	.	.	-13	.	-1%	1%	2%
COc1ccc(N(CC(=O)Nc2ccc3c(c2)OCCO3)S(C)(=O)=O)c(OC)c1	3	-4	4.7%	-10	4	-12	6%	3%	-9%
Cc1ccccc1C(=O)Nc1ccc(N2CCOCC2)nc1	2	-8	-0.5%	-3	-3	1	2%	8%	6%
O=C(Nc1cccc(Br)c1)/C(=C\c1cccnc1)NC(=O)c1ccco1	-1	4	2.0%	-18	1	-5	-1%	-3%	-5%
O=C(NNC(=S)Nc1ccc(Cl)cc1)c1ccccc1OC(F)F	17	-14	1.3%	-11	-23	-6	-4%	6%	-3%
C=CCn1c(Cc2ccc(OC)cc2)nnc1SCc1nc2ccccc2c(=O)[nH]1	-1	8	0.4%	0	8	1	0%	-1%	-3%
COc1ccc(C2CC(c3ccc(OC)cc3OC(C)=O)=NN2C(=O)c2ccccc2)cc1 (stereo not drawn)	6	4	4.7%	2	-6	3	0%	-5%	4%

Laid out differently: entries from further up
CCCOC(=O)C1=C(C)NC2=C(C(=O)C(C(=O)OC)C(C)C2)C1c1ccc(N(CC)CC)cc1 (stereo not drawn)
- D1 agonist: -2
- D2 potentiator: -11
- RXFP1 ag: 1.4%
- D1 antagonist: -6
- RXFP1 antagonist: -20
- D1 potentiator: -2
- Vif-APOBEC3G blk: 1%
- Vif-A3F inh: -2%
- Glioma ERSR ind: -2%

O=C(CN(c1ccc(Cl)cc1)S(=O)(=O)c1ccccc1)N/N=C/c1ccco1
- D1 agonist: 1
- D2 potentiator: 7
- RXFP1 ag: -0.9%
- D1 antagonist: 2
- RXFP1 antagonist: -34
- D1 potentiator: -8
- Vif-APOBEC3G blk: -4%
- Vif-A3F inh: 1%
- Glioma ERSR ind: -2%

CCOc1ccc(-n2ccc(=O)c(C(=O)Nc3ccc(S(=O)(=O)N4CCOCC4)cc3)n2)cc1
- D1 agonist: 2
- D2 potentiator: 7
- RXFP1 ag: 1.8%
- D1 antagonist: 8
- RXFP1 antagonist: -1
- D1 potentiator: -5
- Vif-APOBEC3G blk: 1%
- Vif-A3F inh: 3%
- Glioma ERSR ind: -6%

O=C1CCN(Cc2ccccc2)CCN1[C@H](CSc1ccccc1)Cc1ccccc1
- D1 agonist: 2
- D2 potentiator: 6
- RXFP1 ag: -2.6%
- D1 antagonist: -9
- RXFP1 antagonist: .
- D1 potentiator: -5
- Vif-APOBEC3G blk: 1%&0%
- Vif-A3F inh: 6%
- Glioma ERSR ind: -3%&2%
